Assay outcomes: PubChem, several laboratories
ARFGAP1 inhibitor: rat ARFGAP1 inhibition; Arfgap1-stimulated ARF1 GTP hydrolysis, GDP FP detection; Q62848; 360,000 compounds, 0.26% hits; inhibition, % at 16.5 µM;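 active = inhibition above a per-plate limit, mean inhibition of low control wells plus 3 SD, cut at about 25% in these data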;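 note: 0% = DMSO wells with enzyme and 100% = wells lacking Arfgap1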
Target sequence (Q62848 1-136 limits assumed): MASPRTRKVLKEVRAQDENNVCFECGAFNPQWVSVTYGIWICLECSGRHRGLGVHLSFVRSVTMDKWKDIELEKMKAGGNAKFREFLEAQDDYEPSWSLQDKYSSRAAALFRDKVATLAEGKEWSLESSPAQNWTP
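Material – truncated rat Arfgap1 GAP domain · Buffer or medium – HEPES-based buffer, pH 7.5 · Reagent – human ARF1(Δ1-17)-GTP substrate · Dosing – 16.5 µM single point, 1.26% DMSO · Schedule – GTP hydrolysis reaction 2 h at 25 °C · Technique – GDP detection by fluorescence polarization · Benchmarks – No-Arfgap1 wells (100%) versus DMSO full-reaction wells (0%) · Repeats – single replicate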
rCAG binder: molecules binding r(CAG) RNA repeats | r(CAG) RNA repeat, TO-PRO-1 dye displacement fluorescence | AID 651821 | 370,000 compounds, 1.3% hits | inhibition, % at 3 µM;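 active = inhibition above the plate cutoff, the mean of all test compounds on that plate plus 3 SD, cut at about 35% in these data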;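 note: 0% = DMSO alone and 100% = 100 µM mitoxantrone as full dye displacement; higher means more dye released from RNA so lower well fluorescence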
DDE Tn6 FP inh: DD(E)-Tn6 binding inhibition, primary FP screen; P02675; Fibrin DD(E) TRITC-Tn6 fluorescence polarization displacement; inhibition, % at 8.3 µM; 370,000 compounds, 0.21% hits; AID 720509;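 active = inhibition above a per-campaign cutoff: mean of compounds within control limits plus 3 SD, cut at about 15% in these data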;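 note: 0% = median of all compound wells on the plate and 100% = blocking peptide control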
Target sequence (P02675 whole entry, looked up): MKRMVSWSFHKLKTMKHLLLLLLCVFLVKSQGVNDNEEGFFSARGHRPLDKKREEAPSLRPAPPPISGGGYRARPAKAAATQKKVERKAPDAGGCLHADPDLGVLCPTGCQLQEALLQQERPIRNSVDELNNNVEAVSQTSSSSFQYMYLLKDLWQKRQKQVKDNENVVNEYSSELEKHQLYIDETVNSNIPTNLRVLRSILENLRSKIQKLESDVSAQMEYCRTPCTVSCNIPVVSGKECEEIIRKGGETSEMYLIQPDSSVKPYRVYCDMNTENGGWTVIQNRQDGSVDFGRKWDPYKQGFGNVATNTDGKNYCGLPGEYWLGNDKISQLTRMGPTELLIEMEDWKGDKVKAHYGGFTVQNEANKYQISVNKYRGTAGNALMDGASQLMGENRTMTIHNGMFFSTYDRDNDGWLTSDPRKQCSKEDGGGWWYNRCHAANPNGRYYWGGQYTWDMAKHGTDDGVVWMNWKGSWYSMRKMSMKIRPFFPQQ
ADAM10 inh: inhibits human ADAM10; 370,000 compounds, 0.62% hits; inhibition, % at 7 µM; AID 720582; recombinant ADAM10, EDANS/DABCYL FRET peptide cleavage, 3 h;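 active = inhibition above a per-campaign cutoff equal to the mean of compounds falling between control-based bounds plus 3 SD, cut at about 20% in these data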;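 note: 0% = DMSO wells while the 100% control is not disclosed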
HGIII-sPLA2 inh: Inhibits HGIII-sPLA2 liposome hydrolysis, primary screen. QFRET BODIPY PC-A2 liposome hydrolysis, fluorescence. inhibition, % at 12.2 µM. 370,000 compounds, 0.56% hits;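 active = inhibition above mean plus 3 SD of compounds lying within the high and low control bounds, cut at about 19% in these data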;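 note: 0% = median of test compound wells and 100% = no enzyme DMSO wells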
ASAP1 GAP inh: ASAP1 ArfGAP inhibition; Q9ULH1; ASAP1-stimulated ARF1 GTP hydrolysis, GDP FP detection; inhibition, % at 16.5 µM; 360,000 compounds, 0.19% hits; in the data active = inhibition above about 25%;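 note: 0% = vehicle with enzyme and substrate and 100% = no enzyme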
Target sequence (Q9ULH1 325-724 limits assumed): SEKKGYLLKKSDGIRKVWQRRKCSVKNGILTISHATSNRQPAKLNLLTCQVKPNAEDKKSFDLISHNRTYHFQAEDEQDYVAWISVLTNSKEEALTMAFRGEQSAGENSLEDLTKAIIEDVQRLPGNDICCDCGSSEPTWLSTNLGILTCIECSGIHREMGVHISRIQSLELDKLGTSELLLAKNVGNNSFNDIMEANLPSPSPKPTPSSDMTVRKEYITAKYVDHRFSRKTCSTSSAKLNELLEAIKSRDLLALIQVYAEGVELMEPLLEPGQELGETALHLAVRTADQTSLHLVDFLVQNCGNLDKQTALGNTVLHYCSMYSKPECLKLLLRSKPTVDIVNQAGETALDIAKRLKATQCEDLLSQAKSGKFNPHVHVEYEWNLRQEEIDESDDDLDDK
GAA850 FXN act: activators of GAA850 frataxin (FXN) promoter; HEK293 lucGAA850 FXN promoter luciferase reporter, 24 h; percent of 10 µM SAHA response; 360,000 compounds, 0.56% hits; AID 540364; activation, % at 6 µM;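 active = activation above the average of all compounds screened plus 3 SD, cutoff fixed separately per campaign, cut at about 7.5% in these data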;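 note: 0% = DMSO wells and 100% = 10 µM SAHA wells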
GC-B act: GC-B (human) receptor activation; HEK293-GC-B cells, CNP EC30, cGMP TR-FRET; 0% at EC30 CNP, 100% saturating CNP; activation, % at 10 µM; 370,000 compounds, 0.11% hits; AID 1920062;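 active = activation at 10 µM reaching about 35% in either raw or pattern-adjusted values, limit read from the data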
KLK7 zymogen act: activates the human kallikrein-7 zymogen | P49862 | purified proKLK7, EDANS-DABCYL substrate fluorescence; 100% is mature enzyme control, 0% vehicle | activation, % at 7 µM | 370,000 compounds, 0.9% hits | AID 652039;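 active = activation above the mean of all tested compounds plus 3 SD, computed per campaign excluding outliers beyond control limits, cut at about 13% in these data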
GC-A act: GC-A (human) enzyme activation | P16066 | HEK293 GC-A cells, cGMP TR-FRET, EC30 ANP; 0% at EC30 ANP, 100% saturating ANP | activation, % at 10 µM | 370,000 compounds, 0.14% hits | AID 1671463; in the data active = activation above about 40%
Active calls of the source: *; / = not tested or not shown.

SMILES	ARFGAP1 inhibitor	rCAG binder	DDE Tn6 FP inh	ADAM10 inh	HGIII-sPLA2 inh	ASAP1 GAP inh	GAA850 FXN act	GC-B act	KLK7 zymogen act	GC-A act
COc1ccc(-n2nnnc2SCC(=O)Nc2ccc3c(c2)OCCO3)cc1OC	10	-2	-2	2	-2	4	-0.5	3	0.6	-3
NC(=O)[C@H]1CC2(CC(c3cccc(NC(=O)[C@H]4CCC(=O)N4)c3)=NO2)CN1C(=O)c1cc([N+](=O)[O-])cc([N+](=O)[O-])c1 (stereo not given in full)	-2	3	1	-3	0	-7	1.1	2	0.1	-3
CCCCC1=CC2=CC(=O)C(C)(OC(=O)CC)C(=O)C2=CN1Cc1ccc(OC)cc1 (stereo not given)	-3	8	-1	-85	-7	10	1.8	-2	-2.0	6
COc1ccc(S(=O)(=O)N2CCOCC2)cc1C(=O)NC1CCCCCC1	-9	-1	-6	4	8	-8	0.6	-2	0.2	-4
CC(=O)Nc1ccccc1-c1nc2ccccc2nc1OCC(=O)c1ccc2ccccc2c1	8	0	5	3	-10	-4	0.9	1	1.6	-1
CCOc1cccc(C(=O)Nc2ccc3oc(-c4cccnc4)nc3c2)c1	13	1	-5	-10	11	9	1.3	1	-0.4	6
O=C(CCc1nnc(-c2ccccc2)o1)NCc1cc(F)ccc1F	14	-1	10	-6	3	-17	2.5	0	-0.1	2
O=C(Nc1ccc(Cl)c(Cl)c1)Nc1ccccc1NS(=O)(=O)c1cccs1	-1	42*	-3	7	-14	4	1.0	-7	-0.1	3
CC(C)n1cnc2c(Nc3cccc(Cl)c3)nc(NCCCO)nc21	2	-5	-1	2	4	9	8.7*	-17	0.1	-3
C=CCn1c(O)c(C2=c3ccccc3=NC2=O)s/c1=N/c1nccs1	-22	13	3	-9	3	-1	-0.8	2	-0.5	1
COc1ccc(C(=O)C2(C(=O)NCc3ccccc3)CC(c3ccccc3C(F)(F)F)=NO2)cc1 (stereo not given)	/	5	-3	12	-8	/	/	2	0.7	-1
O=C(COC(=O)c1cc(Cl)nc(Cl)c1)NC1CCCCCC1	0	1	6	0	4	-13	-1.3	2	-0.5	-2
Cc1nn(Cc2ccc(F)cc2)c(C)c1NC(=O)c1noc2c1CCCCC2	1	-9	0	-8	-5	-3	-5.7	4	0.1	5
COc1cc(CN2CCC(N3CCC(C(=O)N4CCCC4)CC3)CC2)cc2c1OCO2	-4	-6	5	10	3	-8	-1.8	1	-0.6	-1
O=C(O)c1cnn2c(C(F)F)cc(C3CC3)nc12	9	-2	3	-4	5	-6	0.8	0	-0.5	0
CCOC(=O)c1cccc(-c2c(-c3ccccc3)ncc3cc(OC)c(OC)cc23)c1	0	7	2	-2	0	17	2.6	7	-0.4	9
COc1ccc(N2C(=O)CC(Sc3nc4c(cc3C#N)CCC4)C2=O)cc1 (stereo not given)	-9	11	-3	0	-6	10	-0.4	-5	0.1	-4
COCCCNC(=O)CC(NS(=O)(=O)c1ccc(Cl)cc1)c1ccco1 (stereo not given)	1	6	1	-11	11	4	2.3	9	-0.2	5
NC(=O)C1CCN(C(=O)c2cnn(-c3ccccc3)c2NC(=O)c2cccc(F)c2)CC1	1	-2	6	-6	4	8	0.3	2	-0.3	-2
C[C@@H]1C(=O)O[C@H]2C[C@@]34[C@H]5C[C@@H](C(C)(C)C)[C@]36[C@@H](OC(=O)[C@@H]6O)O[C@@]4(C(=O)O5)[C@]21O	2	0	13	1	1	-4	-2.3	0	-0.2	-1

An excerpt from above in order of SMILES length, high to low.
SMILES	ARFGAP1 inhibitor	rCAG binder	DDE Tn6 FP inh	ADAM10 inh	HGIII-sPLA2 inh	ASAP1 GAP inh	GAA850 FXN act	GC-B act	KLK7 zymogen act	GC-A act
C[C@@H]1C(=O)O[C@H]2C[C@@]34[C@H]5C[C@@H](C(C)(C)C)[C@]36[C@@H](OC(=O)[C@@H]6O)O[C@@]4(C(=O)O5)[C@]21O	2	0	13	1	1	-4	-2.3	0	-0.2	-1
NC(=O)[C@H]1CC2(CC(c3cccc(NC(=O)[C@H]4CCC(=O)N4)c3)=NO2)CN1C(=O)c1cc([N+](=O)[O-])cc([N+](=O)[O-])c1 (stereo not given in full)	-2	3	1	-3	0	-7	1.1	2	0.1	-3
NC(=O)C1CCN(C(=O)c2cnn(-c3ccccc3)c2NC(=O)c2cccc(F)c2)CC1	1	-2	6	-6	4	8	0.3	2	-0.3	-2

The list continues.
SMILES	ARFGAP1 inhibitor	rCAG binder	DDE Tn6 FP inh	ADAM10 inh	HGIII-sPLA2 inh	ASAP1 GAP inh	GAA850 FXN act	GC-B act	KLK7 zymogen act	GC-A act
O=C1c2ccccc2C(=O)N1CCCc1nc2ccccc2c(=O)n1CCCn1ccnc1	3	-5	8	11	1	4	1.1	-5	-0.4	0
COC(=O)c1cc2nc(-c3ccccc3)cc(C(F)(F)F)n2n1	6	-4	0	-13	7	3	1.4	0	0.5	1
COc1ccc(CN2C(=O)c3ccccc3C2C(=O)NC2CCCC(C)C2C)c(OC)c1 (stereo not given)	8	-4	1	3	-2	10	0.7	-2	0.0	-5
O=C(Nc1ccc(F)cc1)C1C2CCC3C(CCC21)C3(Cl)Cl (stereo not given)	-4	-4	12	8	0	-8	-0.2	4	0.4	1
CCOc1ccc(C(=O)N2CCCC2)cc1	5	1	2	2	4	4	1.0	-1	-0.2	0
O=C(CN1C(=O)/C(=C/c2cccc(Br)c2)SC1=S)NCCCN1CCOCC1	10	12	4	-2	-14	-2	2.1	-6	1.0	-8
CC(C)OCCCNC(=O)CCCC(=O)Nc1ccc(OCCc2ccccc2)cc1	-4	-14	-4	7	-7	3	-0.3	-2	-0.4	4
O=C(c1ccccc1)c1nnc(-c2ccccc2F)o1	12	-2	0	-3	8	13	3.0	1	-0.4	7
CC(NC(=O)c1ccco1)c1nc(-c2ccc(C(C)(C)C)cc2)no1 (stereo not given)	-3	-5	-3	2	7	9	-1.8	0	0.3	-3
CN(c1ccccc1)S(=O)(=O)c1ccc(Cl)c(C(=O)Nc2ccc(-c3nc4ccccc4[nH]3)cc2)c1	2	21	39*	-10	-2	-7	-5.1	11	-37	7
COc1ccc(OC)c(-c2csc(NC(=O)C3=NNC(=O)CC3)n2)c1	11	11	2	7	-8	15	2.1	5	-1.0	4
CCN(CC)CCCn1c(=S)[nH]c2cc(C(=O)OC)ccc2c1=O	-9	4	6	-209	6	0	1.7	1	3.6	6
CCOC1=C2CN(S(=O)(=O)c3ccc(C)cc3)[C@@H](c3ccc(CC)cc3)C[C@H]2[C@H]2C(=O)N(c3ccccc3)C(=O)[C@H]2C1	0	5	-9	0	-3	-3	/	-6	0.1	2
COc1ccccc1CC(=O)Nc1cc(OC)c(NC(=O)c2ccccc2)cc1OC	-9	-2	-8	1	4	-4	-1.0	5	-8.8	-4
N#Cc1ccc(-c2nc3ccc(Br)cc3c(=O)n2O)cc1	1	3	-4	1	8	-10	1.8	-5	-0.2	-9
Cc1ccc2[nH]c3c(=O)n(CCC4=CCCCC4)cnc3c2c1	12	0	-4	-4	2	-4	/	-4	0.1	13
O=C(CN1C(=O)COc2ccc(Cl)cc21)N1CCOCC1	6	1	1	0	-3	10	0.0	-3	0.3	1
Cc1cc(C(=O)Nc2ccccn2)cs1	7	2	9	7	-1	-2	-0.5	2	-0.2	6
CC(C)(C)OC(=O)NCCCCCNC(=O)c1nc[nH]c1C(=O)NCCCCCNC(=O)OC(C)(C)C	4	-8	-3	14	-13	13	-5.8	7	0.8	3
CCCn1c(O)c(N=NC(=O)c2cccnc2)c2cc(Br)ccc21	22	-3	1	-3	7	8	-1.1	1	-0.7	8

Filtered by structure, the entries above with fluorine
SMILES	ARFGAP1 inhibitor	rCAG binder	DDE Tn6 FP inh	ADAM10 inh	HGIII-sPLA2 inh	ASAP1 GAP inh	GAA850 FXN act	GC-B act	KLK7 zymogen act	GC-A act
O=C(CCc1nnc(-c2ccccc2)o1)NCc1cc(F)ccc1F	14	-1	10	-6	3	-17	2.5	0	-0.1	2
COc1ccc(C(=O)C2(C(=O)NCc3ccccc3)CC(c3ccccc3C(F)(F)F)=NO2)cc1 (stereo not given)	/	5	-3	12	-8	/	/	2	0.7	-1
Cc1nn(Cc2ccc(F)cc2)c(C)c1NC(=O)c1noc2c1CCCCC2	1	-9	0	-8	-5	-3	-5.7	4	0.1	5
O=C(O)c1cnn2c(C(F)F)cc(C3CC3)nc12	9	-2	3	-4	5	-6	0.8	0	-0.5	0
NC(=O)C1CCN(C(=O)c2cnn(-c3ccccc3)c2NC(=O)c2cccc(F)c2)CC1	1	-2	6	-6	4	8	0.3	2	-0.3	-2
COC(=O)c1cc2nc(-c3ccccc3)cc(C(F)(F)F)n2n1	6	-4	0	-13	7	3	1.4	0	0.5	1
O=C(Nc1ccc(F)cc1)C1C2CCC3C(CCC21)C3(Cl)Cl (stereo not given)	-4	-4	12	8	0	-8	-0.2	4	0.4	1
O=C(c1ccccc1)c1nnc(-c2ccccc2F)o1	12	-2	0	-3	8	13	3.0	1	-0.4	7

Remaining list, next part
SMILES	ARFGAP1 inhibitor	rCAG binder	DDE Tn6 FP inh	ADAM10 inh	HGIII-sPLA2 inh	ASAP1 GAP inh	GAA850 FXN act	GC-B act	KLK7 zymogen act	GC-A act
CCOc1ccc(C(C)C)cc1S(=O)(=O)N1CCN(C(=O)c2ccco2)CC1	1	-4	-5	11	-6	-4	0.0	-1	0.3	1
O=C(CCNS(=O)(=O)c1cccc2nsnc12)NCCC1=CCCCC1	18	4	-16	5	5	0	-2.0	-3	0.4	2
Cc1ccccc1-n1nc2c(c1NC(=O)c1ccc(S(=O)(=O)N(C)C)cc1)CSC2	0	23	6	18	-24	-1	0.8	-5	-0.7	-5
CC(C(=O)Nc1ncn[nH]1)N1C(=O)c2ccccc2C1=O (stereo not given)	-1	1	0	-6	2	5	2.2	5	-0.2	1
O=CN1CCN(C(=S)NC(=O)c2ccc(Cl)cc2)CC1	2	-1	1	2	3	1	-1.7	2	-0.5	4
O=C1C(Cl)=C(NCCc2ccccc2)C(=O)N1CCc1ccccc1	3	0	-5	6	3	0	1.4	1	-1.5	4
Cc1oc(/C=N/NC(=O)CN(c2ccccc2Cl)S(C)(=O)=O)cc1Br	12	6	-5	2	-4	-2	-0.4	-6	-0.2	-2
Cc1ccc(C(O)c2ccncc2)cc1 (stereo not given)	5	1	5	4	0	0	-3.6	-5	0.4	0
O=C(NCc1cccc(Cl)c1)C1CCCN(c2ncnc3c2nc2n3CCCCC2)C1 (stereo not given)	-2	-7	9	-6	3	-9	1.1	9	-0.1	2
CCc1ccc(N2CC(C(=O)Nc3cccnc3)CC2=O)cc1 (stereo not given)	-9	0	1	9	-5	-16	1.5	0	-0.2	-1
CCN(C(=O)COC(=O)c1cc(C)n(-c2ccc(F)cc2)c1C)C1CCS(=O)(=O)C1 (stereo not given)	6	-4	4	-4	-9	-2	-0.4	0	1.0	-2
Nc1nc2ccc(N3CCOCC3)cc2s1	-11	2	-1	-1	-4	-2	2.0	-12	0.3	-6
COC(=O)Cn1nc(-c2ccccc2)c2ccccc2c1=O	-8	-6	2	0	1	-7	0.1	13	-0.4	1
CC(C)Cn1c(=O)cc(N2CCN(c3cccc(C(F)(F)F)c3)CC2)[nH]c1=O	/	/	-3	-2	3	/	/	-7	/	-1
